Abeta rescue = qHTS for compounds that reverse cellular toxicity of Amyloid beta (A-beta) peptide in yeast: Primary Screen. Potency, µM (series often up to 46.1 µM), without a hit: at the highest dose growth rescue, usual class: activators. actives 0.063% (n = 410,000). AID 1347071, 2019. yeast expressing A-beta42, growth rescue, OD600, 48 h; response scale: 0% DMSO, 100% iron-clioquinol control; note: potency is the fitted concentration of half-maximal effect; nearly all actives have a fitted effect of over 55% in size
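Yeast A-beta toxicity model in growth medium with pinned compounds, 48 h at 30 C; growth read as absorbance at 600 nm. Normalized to FeCl3/clioquinol equimolar mix (positive) and DMSO (negative).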
aSyn rescue = qHTS of alpha-syn Inhibitors; Yeast expressing alpha-synuclein, growth rescue, BacTiter-Glo, 24 h; Potency, µM (titrated, usually from 46.1 µM), for the others: at the highest dose growth rescue (activation), most hits filed as activators; actives 0.14% (n = 370,000); AID 652106, 2013; note: potency is the fitted concentration of half-maximal effect; % of control where 0% means no effect; nearly all actives have a fitted effect of over 65% in size
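Galactose-induced alpha-syn yeast (OD600=0.02, raffinose-pregrown) + pinned cpd, 24 hr, 30 deg C; growth by BacTiter-Glo luminescence. Growth restoration scores as activation.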
TDP-43 yeast inh = qHTS of TDP-43 Inhibitors; TDP-43 expressing yeast growth rescue, BacTiter-Glo, 24 h; actives 1.8% (n = 410,000); Potency, µM (titrated, usually from 46.1 µM), for the others: at the top dose growth rescue (activation), most hits filed as activators; note: potency is the fitted concentration of half-maximal effect; % of control where 0% means no effect; nearly all actives have a fitted effect of over 50% in size
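Yeast expressing TDP-43 (pregrown in raffinose, seeded at OD600=0.02 in galactose medium) exposed to compounds 24 hr at 30 deg C. Growth read by BacTiter-Glo luminescence; rescue of toxicity appears as increased signal.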
EPAC2 ag = qHTS for Agonist of cAMP-regulated guanine nucleotide exchange factor 4 (EPAC2): primary screen; Rap guanine nucleotide exchange factor 4 (Homo sapiens), Q8WZA2; EPAC2 activation, biochemical qHTS; response scale: 100% = 6.5 mM cAMP response; Potency, µM (highest dose often 154 µM), inactives show top-dose activation, hits mostly activators; actives 0.079% (n = 360,000); AID 720711, 2013; note: potency is the fitted concentration of half-maximal effect; nearly all actives have a fitted effect of over 50% in size
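Compounds were added across a concentration range to EPAC2 (100 nM), RAP1B-BODIPY-GDP (250 nM) and GDP (50 uM). After 5 min at room temperature, fluorescence was recorded at 5-min intervals for 30 min.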
EPAC2 antag = qHTS for Antagonist of cAMP-regulated guanine nucleotide exchange factor 2 (EPAC2): primary screen | Rap guanine nucleotide exchange factor 4 (Homo sapiens), Q8WZA2 | EPAC2 GEF exchange of Rap1B-BODIPY-GDP, fluorescence | Potency, µM (top dose mostly 114 µM), inactives show at the highest dose activity, negative = inhibition, actives largely listed as inhibitors | actives 0.18% (n = 360,000); note: potency is the fitted concentration of half-maximal effect; % is set by controls: 0 for no effect and ±100 for the full control effect; nearly all actives have a fitted effect of over 45% in size; many of its hits are not listed in these tables
FUS yeast rescue = qHTS for Suppressors of FUS Proteinopathy: Primary screen using FUS-linked yeast assay. AID 1347120, 2019. actives 0.24% (n = 390,000). S. cerevisiae FUS-expressing, growth rescue, OD600, 24 h. Potency, µM (highest dose often 76.6 µM), inactives show top-dose growth rescue (activation), actives largely listed as activators;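 note: potency is the fitted concentration of half-maximal effect; plate controls were DMSO vehicle for no effect and reference control for full effect; nearly all actives have a fitted effect of over 55% in size; some results filed as inactive show a strong effect at the top dose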
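Read-out: OD at 600 nm after 24hr at 30C, reporting rescue of FUS-induced yeast toxicity. Cells at OD 0.005 in galactose (2%) minimal medium; compounds tested in a dilution series; CP55940 titration from 92uM final as control.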
D3 ag = qHTS of D3 Dopamine Receptor Agonist: qHTS. D(3) dopamine receptor (Homo sapiens), P35462. D3R DiscoveRx beta-arrestin cells, luminescence, 90 min. max activation, %. actives 0.58% (n = 410,000). AID 652048, 2013; in the data active = max activation above about 30%; note: 0% is about no effect; mostly tested at two doses, the higher about 12 µM
Target sequence (P35462 whole entry, looked up): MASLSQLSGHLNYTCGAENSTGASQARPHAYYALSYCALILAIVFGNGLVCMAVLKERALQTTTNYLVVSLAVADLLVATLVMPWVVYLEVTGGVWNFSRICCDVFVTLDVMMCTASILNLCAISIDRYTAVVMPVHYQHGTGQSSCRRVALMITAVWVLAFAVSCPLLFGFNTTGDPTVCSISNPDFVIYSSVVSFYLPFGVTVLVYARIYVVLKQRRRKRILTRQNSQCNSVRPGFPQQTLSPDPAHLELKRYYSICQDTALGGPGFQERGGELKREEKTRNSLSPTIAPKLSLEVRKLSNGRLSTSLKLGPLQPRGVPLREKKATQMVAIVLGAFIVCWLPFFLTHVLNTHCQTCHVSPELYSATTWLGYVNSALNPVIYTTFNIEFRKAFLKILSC
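Agonist-mode cell screen: cells plated at 1500/well and incubated overnight at 37 °C, then exposed to library compounds for 90 min at 37 °C. Detection reagent was added for 30–60 min at room temperature, and luminescence was read.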
DRD3 antagonist = qHTS of D3 Dopamine Receptor Antagonist: qHTS | actives 2.5% (n = 360,000) | D3R cells, DiscoveRx beta-arrestin luminescence, antagonist mode; hits give low values | max response, negative = inhibition, %; in the data active = max response below about -50%; inconclusive = no clear call, values can overlap the other calls; note: % is set by controls: 0 for no effect and ±100 for the full control effect; mostly tested at two doses, the higher about 12 µM
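Cells expressing the human receptor were seeded at 1500 cells/well, incubated overnight at 37 degrees C in 5% CO2, then exposed to library compounds with dopamine controls for 90 minutes at 37 degrees C before luminescent detection.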
* = called active by the depositor; ? = inconclusive; nt = not tested or not shown; & = joins results of further samples; [ ] = another dose, or the depositor's remark. Unless noted, calls come from the whole dose curve; as a rule, active = well fitted curve in the direction sought with a large enough effect; inconclusive = small, poorly fitted or top-dose-only effect, or another doubt; inactive = no such curve, though single readings can be large; an effect the other way counts as inactive or inconclusive.

Letter code: A = Abeta rescue; B = aSyn rescue; C = TDP-43 yeast inh; D = EPAC2 ag; E = EPAC2 antag; F = FUS yeast rescue; G = D3 ag; H = DRD3 antagonist
O=C(CSc1nnc2ccccn12)NNC(=O)c1cccc(Cl)c1
  A: -9%; B: 0%; C: 0%; D: 11%; E: 8%; F: 19%; G: -7; H: ?

Cc1ccc(S(=O)(=O)Nc2nc(C)c(C(=O)N/N=C/c3ccccc3)s2)cc1
  A: 5%; B: 4%; C: -2%; D: -10%; E: 0%; F: 28%; G: -1; H: -16

Cc1ccccc1CN(C)C(=O)[C@H](Cc1ccccc1)NC(=O)c1ccco1
  A: -3%; B: 2%; C: 24%; D: 12%; E: 4%; F: 26%; G: 0; H: 31

COc1ccc(-c2cc(-c3ccccc3)c(C#N)c(=S)[nH]2)cc1
  A: ?; B: 3%; C: ?; D: 2%; E: -9%; F: 7%; G: -1; H: -5

Cc1cccc(NC(=O)c2cccc(C(=O)Nc3cccc(C)c3)c2)c1
  A: -4%; B: -19%; C: -18%; D: 13%; E: 4%; F: 36%; G: 3; H: -5

CCC(C(=O)NC1CCCC1)N(C(=O)c1snc(C(N)=O)c1N)c1ccc(OC)c(OC)c1 (stereo unspecified)
  A: 4%; B: -3%; C: 14%; D: 4%; E: -5%; F: 3%; G: -4; H: -9

COc1cc(OC)c(NC(=O)Cc2ccc(-n3c(C)nc4cccnc43)cc2)cc1Cl
  A: -7%; B: nt; C: -11%; D: nt; E: nt; F: 27%; G: -10; H: nt

CCOC(=O)C1CCCN(S(=O)(=O)CCNC(=O)c2ccc3c(c2)OCO3)C1 (stereo unspecified)
  A: 15%; B: -3%; C: -18%; D: 3%; E: 4%; F: -8%; G: -9; H: -14

O=C(Nc1nnc2n1CCS2)c1ccc(Br)o1
  A: 14%; B: -4%; C: -3%; D: 14%; E: 0%; F: 9%; G: -5; H: -22

Cc1ccccc1NC(=O)CSc1nccn1Cc1ccco1
  A: 0%; B: 10%; C: 5%; D: 1%; E: -16%; F: -38%; G: 3; H: 14

Cc1ccc(Cl)cc1N(CC(=O)NCc1ccc2c(c1)OCO2)S(C)(=O)=O
  A: -12%; B: 3%; C: -19%[9.22 µM]; D: 1%; E: 7%; F: 10%; G: -4; H: 0

CSCC(=O)Nc1nc(-c2ccc3c(c2)OCCO3)cs1
  A: -31%[inhibitor]; B: -11%; C: ?; D: 12%; E: -2%; F: -18%; G: 3; H: 22

Nc1cccc2[nH]c(=O)c3ccccc3c12
  A: -7%; B: 5%; C: 0%; D: 0%; E: 1%; F: nt; G: 8; H: 23

Cc1nnc(SCC(=O)NC2CCS(=O)(=O)C2)n1Cc1ccccc1 (stereo unspecified)
  A: 3%; B: 3%; C: 10%; D: -8%; E: 3%; F: 2%; G: -7; H: 16

CCCCN(CC)CCNC(=O)C1CCCN(S(=O)(=O)c2cccc3nsnc23)C1 (stereo unspecified)
  A: -2%&-4%; B: 3%; C: 1%&2%; D: -3%; E: 4%; F: -16%&-5%; G: -9&-16; H: -5

CSCc1nnc(NC(=O)c2ccc(S(=O)(=O)N(C)C)cc2)o1
  A: 5%; B: -10%; C: 14%; D: 10%; E: -10%; F: 9%; G: 1; H: -15

CCCC(C)NC(=S)Nc1cc(C)cc(C)c1 (stereo unspecified)
  A: 2%; B: 4%; C: -12%; D: 11%; E: -2%; F: 25%; G: -11; H: 4

Cc1nn(-c2ccccc2)c(N)c1C1(O)C(=O)Nc2ccccc21 (stereo unspecified)
  A: 9%; B: -3%; C: 4%; D: 4%; E: 7%; F: -31%; G: 1; H: -8

Oc1ccccc1Oc1ncc(Br)c(Cl)n1
  A: 1%; B: 11%; C: 23%; D: 7%; E: 2%; F: -7%; G: 1; H: -5

CN(C)C(CNC(=O)c1cc(-c2ccco2)nc2ccccc12)c1ccccc1 (stereo unspecified)
  A: 1%; B: 9%; C: -5%; D: -4%; E: 1%; F: ?; G: -10; H: -24

O=C(Nc1ccc(F)cc1)C1CC(=O)N(Cc2ccco2)C1 (stereo unspecified)
  A: 7%; B: 0%; C: -10%; D: 6%; E: 7%; F: 13%; G: 7; H: 13

O=C(c1cc(F)ccc1F)C1CCCN(C(=O)CCCN2CCCCC2=O)C1 (stereo unspecified)
  A: 1%; B: -1%; C: 5%; D: 3%; E: -2%; F: -16%; G: 1; H: 10

CC(C)(C)n1cnc2cc(NC(=O)c3cccs3)ccc21
  A: -9%; B: -7%; C: -3%[9.22 µM]; D: 11%; E: 21%; F: 7%; G: -11; H: -24

COc1ccc(NC(=O)c2c(C)noc2C)cc1S(=O)(=O)N1CCCCC1
  A: 10%; B: -8%; C: 12%; D: 2%; E: 2%; F: -1%; G: -5; H: -12

Oc1ccc(-c2c(-c3ccsc3)sc3ccccc23)cc1
  A: -9%; B: 6%; C: 26%; D: 10%; E: ?; F: -10%; G: 36*; H: 39

COc1ccc(C(CNC(=O)Cc2ccccc2F)N2CCCCC2)cc1 (stereo unspecified)
  A: -23%; B: 2%; C: 6%; D: 3%; E: 10%; F: -6%; G: -33; H: ?

COC(=O)[C@]12CCCCC=C1N(CCc1ccc(OC)c(OC)c1)C(=O)[C@H](CC(=O)NCc1ccc(OC)c(OC)c1)C2
  A: -8%; B: -5%; C: -11%; D: 10%; E: 6%; F: ?; G: -13; H: -24

CCCCn1cc2c(c1-c1ccc(Br)cc1)c(=O)n(C)c(=O)n2C
  A: 0%; B: nt; C: -7%; D: nt; E: nt; F: 39%; G: 0; H: nt

CCN(CC)CCOC(=O)c1ccc(NC(=O)CSc2nnc(-c3cccs3)n2CC)cc1
  A: 2%; B: 0%; C: 0%; D: 2%; E: 6%; F: nt; G: 6; H: 3

CCN(CC(=O)Nc1c(F)cccc1F)C(=O)/C=C/c1ccc2ccccc2n1
  A: 6%; B: -1%; C: 2%; D: -5%; E: -1%; F: nt; G: 4; H: 12

O=C(NNc1ccc(C(F)(F)F)cc1[N+](=O)[O-])c1ccc(NS(=O)(=O)c2ccc(F)cc2)cc1
  A: -24%; B: -9%; C: 5%; D: 1%; E: -10%; F: nt; G: -25; H: -73*

CCOc1nc(NCCC2=CCCCC2)nc(N2CCOCC2)n1
  A: -2%; B: 18%; C: -26%; D: -12%; E: 8%; F: -3%; G: -3; H: -15

CC(C)(C)c1ccc(C(=O)NNC(=O)c2ccc(Cl)cc2)cc1
  A: 4%; B: 6%; C: 8%; D: -2%; E: 5%; F: 4%; G: 7; H: 33

O=C(C[C@@H]1C/C=C\C[C@@H](Cc2ccc(F)cc2)C(=O)OC[C@@H](Cc2ccccc2)NC1=O)N[C@H](CO)Cc1ccccc1
  A: -1%; B: -1%; C: 10%; D: 2%; E: 1%; F: 21%; G: 5; H: -25

C=CCn1c(SC2CCOC2=O)nc2sc(CC)cc2c1=O (stereo unspecified)
  A: -5%; B: -2%; C: 28%; D: 3%; E: 1%; F: -1%; G: 2; H: 7

COC(=O)c1ccc(C(=O)OC)c(NC(=S)N2CCN(C(=O)C3CCCO3)CC2)c1 (stereo unspecified)
  A: 1%; B: 7%; C: 4%; D: 2%; E: 1%; F: 0%; G: -2; H: 5

CCC(C)C(N)C(=O)N1CCCC1C(=O)NC(C(=O)O)C(C)CC (stereo unspecified)
  A: -13%; B: 7%; C: 10%; D: 5%; E: 7%; F: -43%; G: 17; H: 3

O=C(c1cn(-c2ccccc2)nc1-c1cccs1)N1CCOCC1
  A: -7%; B: -8%; C: -8%; D: 6%; E: -3%; F: nt; G: -9; H: -25

O=C(Nc1ccc2c(c1)OCO2)c1ccncc1
  A: 5%; B: -1%; C: 1%; D: -3%; E: 8%; F: 16%; G: 2; H: 12

CCS(=O)(=O)N1CCC(C(=O)Nc2cc(C)ccc2O)CC1
  A: -19%; B: -2%; C: -20%; D: -1%; E: 1%; F: -9%; G: -16; H: -23

O=C(Nc1cccc(NC(=O)C2CC2)n1)C1CC1
  A: 3%; B: -1%; C: ?; D: 2%; E: 11%; F: nt; G: 2; H: -10

COc1ccc(NC(=O)Nc2cn(CC(C)C)c(=O)c3ccccc23)c(OC)c1
  A: -9%; B: 0%; C: ?; D: nt; E: nt; F: 15%; G: 3; H: nt

CC1N=C(SCC(=O)c2ccc(F)cc2)N2C(C)N=C(SCC(=O)c3ccc(F)cc3)N12 (stereo unspecified)
  A: -1%; B: 12%; C: 26%; D: -7%; E: 0%; F: 10%; G: -2; H: -19

COc1ccc(C(=O)n2nnc3ccccc32)cc1OC
  A: -4%; B: 5%; C: -11%; D: 5%; E: 2%; F: nt; G: 8; H: 1

Cc1nc(C)c(C(=O)C2=C(O)C(=O)N(CCCn3ccnc3)C2c2ccccc2)s1 (stereo unspecified)
  A: -3%; B: -5%; C: 4%; D: 3%; E: -6%; F: nt; G: 2; H: 0

CC/C(=N\NC(=O)CSc1ncccn1)c1ccc2c(c1)OCCO2
  A: 4%; B: 5%; C: 18%; D: -4%; E: 0%; F: nt; G: 5; H: -14

Among those listed so far, these have a tert-butyl group:
Letter code: A = Abeta rescue; B = aSyn rescue; C = TDP-43 yeast inh; D = EPAC2 ag; E = EPAC2 antag; F = FUS yeast rescue; G = D3 ag; H = DRD3 antagonist
CC(C)(C)n1cnc2cc(NC(=O)c3cccs3)ccc21
  A: -9%; B: -7%; C: -3%[9.22 µM]; D: 11%; E: 21%; F: 7%; G: -11; H: -24

CC(C)(C)c1ccc(C(=O)NNC(=O)c2ccc(Cl)cc2)cc1
  A: 4%; B: 6%; C: 8%; D: -2%; E: 5%; F: 4%; G: 7; H: 33

Not a retest: entries from further up.
Letter code: A = Abeta rescue; B = aSyn rescue; C = TDP-43 yeast inh; D = EPAC2 ag; E = EPAC2 antag; F = FUS yeast rescue; G = D3 ag; H = DRD3 antagonist
O=C(NNc1ccc(C(F)(F)F)cc1[N+](=O)[O-])c1ccc(NS(=O)(=O)c2ccc(F)cc2)cc1
  A: -24%; B: -9%; C: 5%; D: 1%; E: -10%; F: nt; G: -25; H: -73*

CCOc1nc(NCCC2=CCCCC2)nc(N2CCOCC2)n1
  A: -2%; B: 18%; C: -26%; D: -12%; E: 8%; F: -3%; G: -3; H: -15

Screens from PubChem.

This is a subset; rates above refer to the full screens.
